Assay outcomes: PubChem BioAssay, several laboratories
Avidin fluor: avidin bead compound fluorescence profile; 0.38% of 220,000 active; AID 1775; fluorescence (KMESF) at 10 µM; Avidin beads, compound fluorescence 488/530 nm, flow cytometry; hits give high values; in the data active = fluorescence above about 47; also: inactives centre near 10
Pf gamet viab: inhibitors of late stage P. falciparum gametocyte viability; P. falciparum stage V gametocytes, ATP luminescence, 24 h; inhibition, % at 10.9 µM; 0.065% of 150,000 active;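 active = inhibition above the mean plus 3 SD of compounds within the control limits, set per campaign, cut at about 38% in these data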;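 also: 0% = DMSO wells and 100% = medium only without gametocytes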
Mcl1-Noxa inh: disrupts binding of human Mcl-1 to Noxa peptide; TR-FRET Mcl-1/Noxa peptide binding, 2 h; inhibition, % at 21.7 µM; 1.5% of 220,000 active;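 active = compounds that cut the protein-peptide binding signal by more than 50% relative to plate controls in a single-dose test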;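 also: His-tagged Mcl-1 with rhodamine Noxa BH3 peptide and terbium anti-His antibody; 0% = Mcl-1 plus Noxa peptide wells and 100% = peptide-only wells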
Target sequence (Q07820 whole entry, looked up): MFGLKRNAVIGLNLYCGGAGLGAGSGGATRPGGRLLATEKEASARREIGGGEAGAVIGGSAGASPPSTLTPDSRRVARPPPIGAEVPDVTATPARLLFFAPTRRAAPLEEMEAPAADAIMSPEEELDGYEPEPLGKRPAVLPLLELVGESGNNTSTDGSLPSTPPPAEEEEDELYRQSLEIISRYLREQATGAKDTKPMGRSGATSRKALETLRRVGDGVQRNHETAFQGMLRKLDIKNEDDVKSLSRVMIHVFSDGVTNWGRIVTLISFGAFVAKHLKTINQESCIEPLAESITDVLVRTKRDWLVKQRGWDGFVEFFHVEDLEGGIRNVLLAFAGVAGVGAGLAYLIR
Starred values were filed as active, the others as inactive. Not all compounds are listed. The share of hits here may be higher or lower than overall.

SMILES	Avidin fluor	Pf gamet viab	Mcl1-Noxa inh
CC(C)(C)c1ccc(NC(=O)Nc2ccc3ccccc3n2)cc1	7	12.4	-7.6
Cc1ccc(OCC(=O)N2CCN(S(C)(=O)=O)CC2)cc1	8	-5.1	-13.2
Cc1ccc(C)c(SCC(=O)Nc2ccc(S(=O)(=O)Nc3ncccn3)cc2)c1	4	7.5	39.1
COc1cccc(N/N=C/c2cccc(Br)c2O)c1	6	26.3	-9.7
O=C1CC(N(O)c2ccccc2)C(=O)N1c1ccc(Cl)c(Cl)c1 (centres undefined)	6	-11.4	-22.6
Cn1nc(NC(=O)CC(C)(C)CC(=O)O)c2ccccc21	7	-0.2	-12.6
O=S(=O)(Oc1ccccc1N1CCCCC1)c1ccccc1	3	11.1	-2.3
C=CCNC(=S)NC(=O)c1csc([N+](=O)[O-])c1	5	-29.7	7.8
O=C(O)c1ccccc1SC1CC(=O)N(c2cccc3ccccc23)C1=O (centres undefined)	6	19.8	-0.8
O=[N+]([O-])c1ccc(C2=NN(c3ccccc3)C(c3ccco3)C2)cc1 (centres undefined)	40	-13.7	15.6
Cc1nc(C(F)(F)F)ccc1C(=O)Nc1ccccc1F	4	7.2	18.6
COc1ccc(/C=C/c2nnc(NC(C)=O)s2)cc1	44	2.3	-11.5
CCn1nnnc1SCC(=O)NC1Cc2ccccc2C1	7	-24.5	9.5
CCCCCOc1ccc(C(=O)NCCC(=O)NCCCC(=O)OCC)cc1	7	-2.5	1.2
Cc1ccc(-c2nc3c(c(=O)c4ccccc4n3C)c(=O)n2-c2ccc(F)cc2)cc1	3	6.8	-17.6
O=C/C=C/c1coc2ccc3ccccc3c2c1=O	4	-9.7	16.2
O=C(NC(C(=O)N/N=C/c1ccncc1)c1n[nH]c(=O)c2ccccc12)c1ccccc1 (centres undefined)	8	-26.0	-9.9
COc1ccccc1C1CCN(C(=O)c2cccc([N+](=O)[O-])c2)CC1	3	-29.8	4.3
C=CCN(c1ccccc1C(=O)NCC(=O)O)S(=O)(=O)c1ccc(C)cc1	3	-9.2	16.8
O=C(NC12CC3CC(CC(C3)C1)C2)c1ccc(N2CCNCC2)c([N+](=O)[O-])c1	6	-8.3	-1.7

The closing 2 compounds of the section above come first, to join the parts:
SMILES	Avidin fluor	Pf gamet viab	Mcl1-Noxa inh
C=CCN(c1ccccc1C(=O)NCC(=O)O)S(=O)(=O)c1ccc(C)cc1	3	-9.2	16.8
O=C(NC12CC3CC(CC(C3)C1)C2)c1ccc(N2CCNCC2)c([N+](=O)[O-])c1	6	-8.3	-1.7
Cc1ccc(SCC(=O)N2CCN(c3ccccn3)CC2)cc1	6	18.1	-4.7
COc1ccc(C(CC(=O)N2CCCC2)c2c(OC)cc(OC)c3c(-c4ccccc4)cc(=O)oc23)cc1 (centres undefined)	7	2.5	86.5*
Cc1coc2cc3oc(=O)c(CCC(=O)O)c(C)c3cc12	7	11.3	10.2
CCOc1ccccc1CN1CCN(Cc2ccon2)CC1CCO (centres undefined)	5	-12.6	17.8
CC1CCC2(CC1)SCC(=O)N2c1ccc(F)cc1 (centres undefined)	7	10.6	-8.8
O=C1CCCN=C(Nc2ccc(F)c(Cl)c2)S1	3	11.1	-4.8
CC(=O)c1ccc(NC(=O)c2ccc(CNc3c(N4CCCC4)c(=O)c3=O)cc2)cc1	8	-11.8	0.9
CCCc1c(C(=O)NNc2ccc(C)cc2)cnn1-c1ccccc1	6	5.9	6.6
NS(=O)(=O)c1ccc(NC(=O)/C=C/c2cccs2)cc1	10	-10.9	-9.9
Fc1ccc(CNC(=S)NCc2ccc(F)cc2)cc1	4	-17.7	-8.2
O=C(NCc1ccccc1)c1ccc2nc(N3CCOCC3)sc2c1	6	-1.2	18.3
CCCNC(=O)Nc1cccc(C(=O)OC)c1	6	0.7	-11.6
Cc1c(NS(C)(=O)=O)cccc1-c1nc2cccnc2s1	5	-5.2	-5.5
Nc1ccc(C(=O)O)cc1S(=O)(=O)O	3	0.1	4.5
CC(=O)NC(C(=O)OCC(=O)N(c1ccccc1)c1ccccc1)C(C)C (centres undefined)	7	11.0	14.4
Cc1cc(C)c2c(n1)sc1c(=O)n(CC(=O)c3ccccc3)cnc12	7	-14.0	-13.6
COc1ccccc1C(=O)Nc1nc2cc3c(cc2s1)OCO3	10	1.5	27.4
C/C(=N\NC(=S)Nc1ccc(C)cc1)c1cc2ccccc2o1	4	-4.3	-66.6
COc1ccc2c(c1)c(C(=O)CN1CCc3ccccc3C1)c(C)n2C	3	-8.4	44.1
Cc1cc(OCC(=O)N(Cc2ccco2)C2CCS(=O)(=O)C2)cc(C)c1Cl (centres undefined)	5	-0.2	1.7
O=C(NCC1CC1)Nc1cccs1	23	-7.7	0.1
COc1ccc(-c2csc(COC(=O)C(C)(C)C)n2)cc1	7	6.3	4.1
Nc1nc(NCCCN2CCOCC2)nc(Nc2cccc(F)c2)c1[N+](=O)[O-]	13	13.2	28.9
NC(=O)c1ccccc1OCC(=O)Nc1ccc(Cl)c(Cl)c1	9	0.5	9.8
CC(=O)Nc1ccc(-c2nn[nH]n2)cc1	7	17.1	16.4
CCOC(=O)c1c(-c2ccccc2)oc2ccc(OC(C)C(=O)O)cc12 (centres undefined)	8	6.0	-15.3
O=C(Nc1ccccc1)Nc1nc(-c2ccccc2)cs1	2	-1.8	-6.2
O=C(NCCCCCCNC(=O)c1cncc(O)c1)c1cncc(O)c1	12	0.1	26.3
CCC(NC(=O)NNC(=O)c1ccncc1)(C(F)(F)F)C(F)(F)F	6	4.2	-17.5
CCOC(=O)c1sc(SC)c2c1CCC/C2=N/OC	7	-33.8	3.1
CC(C)C1C(c2ccccc2)NC(c2ccccc2)CC1(O)c1ccc(F)cc1 (centres undefined)	7	6.8	15.7
CC/C(O)=C1\C(=O)CCCC1=NCCc1c(C)[nH]c2ccc(C)cc12	7	-14.5	20.3
CCC1CCCCN1C(=O)CSC1=NN2CCCC(=O)N=C2S1 (centres undefined)	7	13.4	29.2
O=S(=O)([N-]c1nc2ccccc2nc1-[n+]1ccc(Cc2ccccc2)cc1)c1ccc(Br)s1	4	9.8	15.5
Cc1ccc(-c2nc(C(Cl)Cl)c3ccccc3n2)cc1	6	-2.6	7.7
Cc1cc2c(c(=O)o1)C(CCC1CCCCC1)C(C#N)=C(N)O2 (centres undefined)	8	-24.6	11.9
O=C(CNC(=O)c1cccc(Cl)c1)N/N=C/c1cccnc1	9	-10.9	37.3
COc1ccc(N(CN2C(=O)C3CCCCC3C2=O)C(=O)c2ccco2)cc1 (centres undefined)	8	5.8	6.7
Cc1csc2c(N3CCN(C(=O)Nc4ccccc4)CC3)ncnc12	8	-82.5	-5.7
CCn1c(=O)c2cc(C(=O)N(C)c3ccc(OC)cc3OC)sc2c2ccccc21	7	-9.5	27.4

Look-ups from above.
Value for O=C(NCCCCCCNC(=O)c1cncc(O)c1)c1cncc(O)c1 in Avidin fluor: 12
Value for CCOC(=O)c1c(-c2ccccc2)oc2ccc(OC(C)C(=O)O)cc12 (centres undefined) in Mcl1-Noxa inh: -15.3
Value for CCC(NC(=O)NNC(=O)c1ccncc1)(C(F)(F)F)C(F)(F)F in Pf gamet viab: 4.2
Value for NC(=O)c1ccccc1OCC(=O)Nc1ccc(Cl)c(Cl)c1 in Pf gamet viab: 0.5
Value for CC(=O)Nc1ccc(-c2nn[nH]n2)cc1 in Pf gamet viab: 17.1
Value for Cc1ccc(-c2nc(C(Cl)Cl)c3ccccc3n2)cc1 in Mcl1-Noxa inh: 7.7

Going on with the list:
SMILES	Avidin fluor	Pf gamet viab	Mcl1-Noxa inh
CNC(=S)N1CCc2cc(OC)c(OC)cc2C1	6	19.2	2.0
O=C(O)c1cc([N+](=O)[O-])ccc1NCCc1ccccc1	3	-7.7	9.3
Cc1nc2ccccc2c2c1CC(C)S2 (centres undefined)	7	-2.6	-6.4
O=C(NCc1ccc2c3c(cccc13)C(=O)N2)c1cccs1	8	5.9	18.9
O=[N+]([O-])c1ccccc1-c1ccc(C(=S)N2CCCCC2)o1	12	-8.0	15.7
COc1ccc(Oc2nc(-c3ccncc3)nc3ccccc23)cc1	7	22.5	3.0
CC1CC(C)CN(C(=O)c2ccc(CNc3c(N4CCCC4)c(=O)c3=O)cc2)C1 (centres undefined)	6	-2.2	10.3
CN1CCc2c(sc(/N=C/c3c[nH]c4ccccc34)c2C(N)=O)C1	13	-23.6	-9.0
COc1cc(/C=C2\SC(=S)N(NS(=O)(=O)c3ccc(C)cc3)C2=O)ccc1O	6	8.2	36.7
CCn1c(SCC(=O)Nc2ccc(OC)c(OC)c2)nnc1-c1ccco1	13	-9.2	1.5
O=S(=O)(Nc1nc2ccccc2nc1OCC(F)(F)F)c1cccs1	5	6.3	24.4
Clc1ccc(-c2ccc(CNCC3CCCO3)o2)cc1 (centres undefined)	5	-25.9	-21.6
COC(=O)c1ccc(Cl)cc1N(Cc1c(F)cccc1Cl)S(C)(=O)=O	5	-11.2	1.8
O=C1NC[C@H](Cc2ccccc2)N(CCc2cccc(F)c2)C1=O	9	-14.5	10.1
Clc1ccccc1OCc1nnc2n1CCCCC2	8	-7.5	-15.4
COc1ccc(S(=O)(=O)N2CCOCC2)cc1NC(=O)CSc1nnc2c(n1)[nH]c1ccccc12	7	13.7	20.1
COC(=O)c1c(C)oc(C)c1S(=O)(=O)N(C)C1CCCCC1	3	-11.1	-14.6
CC1CCN(C(=O)Cn2ncc3c4ccccc4n(C)c3c2=O)CC1	6	-22.2	-2.4
COC(=O)c1onc(-c2c(Cl)cccc2Cl)c1C(=O)OC	6	3.4	10.0
Cc1cc(/C=N/NS(=O)(=O)c2ccc(F)c(Cl)c2)no1	2	-16.1	12.8
NS(=O)(=O)c1cccc(NC(=O)COC(=O)C2CCN(S(=O)(=O)c3cccs3)CC2)c1	7	0.3	-9.4
O=C(c1ccc(Cl)cc1)N1N=C(c2ccccn2)CC1(O)C(F)(F)F (centres undefined)	10	0.6	-90.6
OC(CNCCNc1ncccc1C(F)(F)F)COc1ccc(F)cc1 (centres undefined)	8	-9.8	-4.8
CCN(Cc1cc(=O)[nH]c2ccccc12)C(=O)C(C)C	7	-18.9	-1.3
CCOc1ccc(C2c3[nH]c4ccccc4c3CCN2Cc2cccn2-c2ncccn2)cc1 (centres undefined)	8	12.3	2.2
Cc1cc(C)c2c(N)c(C(=O)NN)sc2n1	7	-35.9	-16.0
NC(=O)CN1C(=O)/C(=c2\sc3nc(=O)c(Cc4ccccc4)nn3c2=O)c2ccccc21	8	13.2	28.5
O=C(NCc1cccnc1)Nc1cccc(NC(=O)NCc2cccnc2)c1F	6	-1.7	-1.4
O=C1CSC(c2ccccc2)N1c1cccnc1 (centres undefined)	7	13.5	0.1
O=C(CNCc1ccccc1Cl)Nc1ccc2c(c1)OCCO2	6	9.4	2.9
O=C(O)c1ccccc1N/N=C/C1=C(N2CCOCC2)C(=C\c2ccccc2)/CC1	3	-10.1	62.8*
Cc1ccc(CNC(=O)c2ccc3c(=O)n4c(-c5ccc(C)cc5)csc4nc3c2)cc1	12	12.9	-13.9
O=[N+]([O-])c1cccc(-c2ccc(C(=S)N3CCN(c4ccccc4)CC3)o2)c1	6	6.5	6.3
N#CCCn1c(O)c(N=NC(=O)CNC(=O)c2cccs2)c2ccccc21	8	6.2	13.1
Cn1c(=O)c2cc3c(nc2n(C)c1=O)CC(c1ccccc1)CC3=O (centres undefined)	7	16.8	4.5
O=C(O)/C=C/C(=O)Nc1cc(F)ccc1F	12	12.7	16.7
O=C(O)c1ccc(/C=N/NC(=O)c2ccc(F)cc2)cc1	8	-10.2	7.1
Fc1ccc(OCCn2cnc(Cl)c2Cl)cc1	7	-18.6	2.7
Cc1ccc(-c2nn(C)c(=O)c3ccccc23)cc1CNC(=O)NC1CCCCC1	7	10.6	-5.6
CCOc1ccc(NC(=S)NC(=O)/C=C/c2ccc(Br)cc2)c([N+](=O)[O-])c1	8	0.6	7.1
Cc1ccc(S(=O)(=O)CC(=O)c2ccc([N+](=O)[O-])cc2)cc1	4	20.4	22.9
Cc1nnsc1C(=O)N(Cc1ccccc1)C(C)C	8	6.1	3.5
CC(C)CCc1noc(CN2CCC(C(=O)N3CCOCC3)CC2)n1	6	-7.3	11.3
O=S(=O)(NCC(O)c1ccccc1)c1ccc(-c2ccccn2)s1 (centres undefined)	6	15.4	-1.9
NC(=S)Nc1cc(Cl)cc(Cl)c1	10	-2.4	4.3
CCOC(=O)C(NCCOC)(NC(C)=O)C(F)(F)F (centres undefined)	5	5.8	-10.5
COc1ccc(CCCc2nc3ccccc3[nH]2)cc1	6	5.1	2.1
CCOC(=O)c1csc(COc2ccc(OC)cc2)n1	8	-14.6	2.1
NS(=O)(=O)c1ccc(NC(=O)COC(=O)COc2cccc(C(F)(F)F)c2)cc1	5	18.2	7.0
CNC(=S)N/N=C(\C)c1ccccc1	4	-14.0	-4.2
Cc1cccc(CSc2nnc(CCCCCNC(=O)OC(C)(C)C)o2)c1	7	11.6	8.5
COc1ccc(S(=O)(=O)N2CC(O)CC2C(=O)Nc2cccnc2)cc1 (centres undefined)	3	-9.4	-8.6
CCOC(=O)N1CCN(c2c(N3CCN(C(=O)OCC)CC3)c(=O)c2=O)CC1	4	-2.6	2.8
COc1c(/C=N/NC(=O)[C@H]2C[C@@H]2c2ccccc2)c(CCN(C)C(C)=O)cc2c1OCO2	7	-27.1	-20.5
O=C(/C=C/c1ccco1)N(Cc1ccc(Cl)cc1)C1CCS(=O)(=O)C1 (centres undefined)	8	-8.9	0.9
NC(=O)c1nn(-c2ccccc2)nc1NC(=O)CN1CCCC1	9	14.2	-12.6
Nc1ccccc1SCc1ccccc1Cl	4	-7.4	-11.2
CCNc1nc(NC(C)C)nc(N(C)C#N)n1	14	13.8	-2.7
CCOC(=O)C1CCN(c2c(NCc3ccc(C(=O)Nc4ccc(C)cc4)cc3)c(=O)c2=O)CC1	4	-10.6	-8.6
CCOc1ccc2c(c1)c(N=NC(N)=S)c(O)n2C	18	24.2	19.4
